SIRT5 inh: blocks human SIRT5 desuccinylation of peptide. Q9NXA8. Purified SirT5, succinyl-peptide AMC, trypsin-coupled fluorescence. inhibition, % at 15 µM. actives 1.1% (n = 330,000). AID 652115; in the data active means inhibition above about 15%; inconclusive means no clear call, values can overlap the other calls
Target sequence (Q9NXA8 whole entry, looked up): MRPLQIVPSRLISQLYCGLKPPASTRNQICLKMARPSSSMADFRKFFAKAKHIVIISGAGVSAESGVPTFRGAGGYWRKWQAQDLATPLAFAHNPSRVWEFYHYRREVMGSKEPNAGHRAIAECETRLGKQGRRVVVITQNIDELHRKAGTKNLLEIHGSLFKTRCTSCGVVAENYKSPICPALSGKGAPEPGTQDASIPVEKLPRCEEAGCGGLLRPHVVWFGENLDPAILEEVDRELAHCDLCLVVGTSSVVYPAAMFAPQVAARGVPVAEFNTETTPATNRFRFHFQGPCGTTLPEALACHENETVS
E-selectin induc: induces E-selectin expression in human endothelial cells; HUVEC E-selectin immunofluorescence imaging; normalized: neutral wells 0, TNF-alpha wells 100; activation, % at 7.58 µM; actives 0.37% (n = 260,000); AID 686992;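 active means mean E-selectin-positive cell signal at least 10% of the positive control, reached in at least 60% of replicates, without over 20% cell loss; inconclusive means no rule given, readout overlaps actives, possibly toxicity-flagged; inactive means the rest, including those meeting only one limit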;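 further: in these data hits start at about 27%; measured in HUVEC primary endothelial cells; signal is the percent of cells scored E-selectin positive by PE staining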
Target sequence (P16581 whole entry, looked up): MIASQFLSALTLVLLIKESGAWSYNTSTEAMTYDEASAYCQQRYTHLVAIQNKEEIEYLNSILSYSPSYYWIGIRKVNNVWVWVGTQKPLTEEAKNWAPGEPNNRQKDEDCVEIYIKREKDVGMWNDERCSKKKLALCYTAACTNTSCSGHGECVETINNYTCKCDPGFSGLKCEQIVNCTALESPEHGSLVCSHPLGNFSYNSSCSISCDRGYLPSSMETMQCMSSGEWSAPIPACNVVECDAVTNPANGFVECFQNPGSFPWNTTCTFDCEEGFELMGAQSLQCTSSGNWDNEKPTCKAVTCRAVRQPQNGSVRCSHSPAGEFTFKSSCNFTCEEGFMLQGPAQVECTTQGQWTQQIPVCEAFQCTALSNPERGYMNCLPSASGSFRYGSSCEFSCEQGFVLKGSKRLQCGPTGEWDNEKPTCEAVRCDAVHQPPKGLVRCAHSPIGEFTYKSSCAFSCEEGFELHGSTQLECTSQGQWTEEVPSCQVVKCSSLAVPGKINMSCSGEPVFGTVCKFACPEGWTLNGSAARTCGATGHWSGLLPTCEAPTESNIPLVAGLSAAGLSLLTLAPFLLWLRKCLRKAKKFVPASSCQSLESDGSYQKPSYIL
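Test system: HUVEC; input: 3,000 HUVEC/well; measured by: immunofluorescence imaging; read-out: % PE-positive cells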
Statin myotox sup: protects C2C12 myotubes from simvastatin toxicity | ATP luminescence, 48 h; scaled: DMSO 0, geranylgeraniol control 100 | rescue of ATP level, % at 7.49 µM | actives 0.78% (n = 330,000) | AID 602340;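 active means mean ATP rescue above about 67%, or every replicate alone reaching that limit, limit read from the data, passing the limit was not always enough; inconclusive means no clear call, values can overlap the other calls; inactive means mean under the limit and some replicate under it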;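 further: myotubes were challenged with 10 µM simvastatin during compound exposure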
PglD inh: PglD (C. jejuni) enzyme inhibition. purified PglD enzyme, DTNB colorimetric CoA detection. inhibition, % at 12.5 µM. actives 0.098% (n = 360,000). AID 602405; in the data active means inhibition above about 16%, passing the limit was not always enough; inconclusive means no clear call, values can overlap the other calls; further: strong numbers were not always called active
DENV2 CPE: protects cells from dengue virus 2 cytopathic effect. DENV2-infected cells, cytopathic effect rescue, plate reader. CPE inhibition, % at 9.99 µM. actives 1.7% (n = 350,000). AID 651640; in the data active means CPE inhibition above about 20%, passing the limit was not always enough; inconclusive means no clear call, values can overlap the other calls; tested in BHK-21 cells;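 further: 0% = median of neutral control wells and 100% = median of positive control wells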
ERp5 inh: inhibitors of human ERp5; Q15084; ERp5 insulin aggregation, absorbance 650 nm, 90 min; inhibition, % at 9.99 µM; actives 0.05% (n = 350,000); AID 651711;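 active means mean replicate inhibition above about 25%, with every replicate also reaching it, limit read from the data, passing the limit was not always enough; inconclusive means only one of those two criteria met; inactive means neither criterion met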
S100A4 inh HTS: S100A4-myosin IIA interaction inhibition | P26447 | S100A4/TAMRA-MyoIIA peptide fluorescence polarization | inhibition, % at 10.7 µM | actives 0.14% (n = 360,000) | AID 652163;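 active means mean inhibition of at least 70% across replicates, with every replicate also reaching that level; inconclusive means mean inhibition reaches 70% but some replicates fall short; inactive means mean inhibition below 70%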
Target sequence (P26447 whole entry, looked up): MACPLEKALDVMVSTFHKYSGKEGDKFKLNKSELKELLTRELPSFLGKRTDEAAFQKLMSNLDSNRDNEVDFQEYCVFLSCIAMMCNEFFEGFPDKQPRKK
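Material: S100A4 monomer protein | Medium: HEPES pH 7.2 with CaCl2, KCl, NaCl, DTT, Triton | Reagent: Labelled myosin peptide probe, 5 nM | Doses: One dose per compound | Times: 5 min incubation before reading | Benchmarks: Neutral control DMSO, positive control TFP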
* hit, by the source's call; ? = inconclusive; . = not tested or not shown. These rows are one share of the data; count on the stated rates, not on these rows.

Values run as follows: SIRT5 inh, E-selectin induc, Statin myotox sup, PglD inh, DENV2 CPE, ERp5 inh, S100A4 inh HTS
> O=C(Nc1ccc(F)cc1F)c1ccc(S(=O)(=O)NCc2ccco2)cc1
  0, 1.0, -7, 1, 0, 2, 1
> CN(c1ccccc1)S(=O)(=O)c1cc(C(=O)OCC(N)=O)ccc1Cl
  0, ., ., ., 13, 5, -2
> CCc1ccccc1Nc1nc2ccccc2n1C
  ., ., ., ., -2, 6, 15
> Cc1ccccc1OCC(=O)OCC(=O)NC12CC3CC(CC(C3)C1)C2
  1, 0.0, 1, -5, 8, 5, -3
> C[C@@H]1CCCCO[C@@H](CN(C)CC2CCCCC2)[C@H](C)CN([C@@H](C)CO)C(=O)c2cc(NC(=O)NC3CCCCC3)ccc2O1
  ., -0.1, -41, -3, 5, ., .
> CCOC(=O)C1CCCN(C2CCN(Cc3nc(-c4ccccc4)no3)CC2)C1 (centres undefined)
  -1, ., 1, -5, 6, 2, -3
> C[C@@H]1CN([C@@H](C)CO)C(=O)c2cc(NS(C)(=O)=O)ccc2O[C@@H](C)CCCCO[C@@H]1CN(C)S(=O)(=O)c1ccccc1
  1, -0.1, 0, 1, -8, -6, 38
> COc1ccc(CNC(=O)CN(C(=O)CCC(=O)Nc2ccccn2)c2ccc3c(c2)OCO3)cc1
  0, ., 1, 1, -1, 7, -3
> CCc1ccccc1NC(=O)CCNC(=O)Cn1ccc2ccccc2c1=O
  -3, ., -3, 0, 2, 1, 0
> O=C(CNCc1ccc(F)cc1)Nc1cc(S(=O)(=O)N2CCOCC2)ccc1Cl
  0, 0.2, 1, 1, -1, 6, 5
> COc1ccc2c(c1)C(=O)N1[C@H]3c4cc(C)ccc4OC[C@@H]3[C@H](c3ccccc3)[C@]1(C)C(=O)N2
  ., 0.6, -1, -2, -5, 3, 2
> Cn1c(SCC(=O)N2CCCC2=O)nc2ccccc2c1=O
  -2, 0.1, 1, 0, -9, 5, 4
> O=C(/C=C/c1ccc(O)cc1)OCc1occc(=O)c1O[C@@H]1OC(CO)[C@@H](O)[C@H](O)[C@@H]1O (some centres undefined)
  ., 0.1, -7, -3, 13, -3, -2
> O=C(Cn1c(=O)c2cccn2c2ccccc21)NCc1cccc(F)c1
  -2, ., -2, -1, 1, -2, -5
> COc1cccc(C(=O)NC2CCN(C(=O)N3CCCCC3)CC2)c1
  ., 5.5, 0, 1, ., ., .
> CCC1=NN(C(=O)c2cccc(Br)c2)C(O)(c2ccc(Br)cc2)C1 (centres undefined)
  -1, ., ., ., 9, 1, 5
> COc1cc(/C=C/C(=O)O)cc(S(=O)(=O)NCCCC(=O)O)c1OC
  -4, 0.2, 7, ., 11, -1, -3
> CCCCN(C(=O)C1CCC1)c1c(N)n(CC(C)C)c(=O)[nH]c1=O
  0, ., 7, ., 2, -3, -4
> CC(=O)c1ccccc1C(=O)N1CCCC(CNC(=O)c2ccc(F)cc2)C1 (centres undefined)
  0, -0.2, 4, -5, -13, 7, -6
> Nc1nc(Cl)cc(NCCc2ccccc2)n1
  0, -0.2, ., ., -1, 2, -2
> C[C@H](NS(=O)(=O)c1ccccc1)C(=O)OCC(=O)NC(=O)Nc1ccc2c(c1)OCCO2
  -3, ., ., 9, 1, -4, 6
> CC1(C)CNc2cc(N)ccc2S1
  0, 0.0, ., ., 13, 1, -16
> C[C@@H]1CCCCO[C@@H](CN(C)S(=O)(=O)c2cn(C)cn2)[C@@H](C)CN([C@@H](C)CO)C(=O)c2cc(NC(=O)Nc3cccc4ccccc34)ccc2O1
  -1, 0.0, ., 0, 5, 2, 5
> CCN=C1SC(CC(=O)NC2CCCCC2)C(=O)N1CC (centres undefined)
  2, ., 8, 4, ., 5, -1
> O=C1CSC(c2ccncc2)N1Cc1ccc(F)cc1 (centres undefined)
  -3, ., -10, ., -1, ., -1
> COc1ccc(NC(=O)Nc2cccc3c2O[C@@H](CN(C)C(=O)NC2CCCCC2)[C@H](C)CN([C@H](C)CO)C3=O)cc1
  -2, 49*, 15, -4, 4, 5, -2
> COc1ccc(-c2cc(OC)c3c(C)oc(C)c3c(=O)c2)cc1OC
  3, ., 6, -1, -4, -2, -3
> COc1ccc(CN(C)C[C@H]2OCCCC[C@@H](C)Oc3ccc(NS(=O)(=O)c4cn(C)cn4)cc3C(=O)N([C@H](C)CO)C[C@H]2C)cc1
  1, -0.2, ., 4, -3, 4, 6
> Cc1ccc(NC(=O)c2cc(C)n(-c3ccccc3)c2C)cc1
  0, ., ., 10, 0, -10, 10
> CN(C)CCN(Cc1ccc(Cl)cc1)c1ccccn1
  0, -2.3, -6, 0, 0, -4, 1

Reformatted: results already given
| compound | SIRT5 inh | E-selectin induc | Statin myotox sup | PglD inh | DENV2 CPE | ERp5 inh | S100A4 inh HTS |
| --- | --- | --- | --- | --- | --- | --- | --- |
| COc1ccc(-c2cc(OC)c3c(C)oc(C)c3c(=O)c2)cc1OC | 3 | . | 6 | -1 | -4 | -2 | -3 |
| Cc1ccc(NC(=O)c2cc(C)n(-c3ccccc3)c2C)cc1 | 0 | . | . | 10 | 0 | -10 | 10 |

Continuation:
Values run as follows: SIRT5 inh, E-selectin induc, Statin myotox sup, PglD inh, DENV2 CPE, ERp5 inh, S100A4 inh HTS
> N#C[C@@H]1[C@@H](c2ccc(C3=CCCCC3)cc2)[C@H](CO)N1S(=O)(=O)c1cccc(F)c1
  4, -0.4, 13, 2, 6, -2, -3
> O=C(COC(=O)c1ccc2[nH]c3c(c2c1)CCCC3)Nc1ccccc1Cl
  -1, 0.2, 11, ., 3, -3, 8
> C[C@@H]1CN([C@H](C)CO)C(=O)c2cc(NS(C)(=O)=O)ccc2O[C@@H]1CN(C)S(C)(=O)=O
  -5, 0.0, 3, -10, 0, -3, -1
> C/C(=N\NC(=O)c1ccc2c(c1)OCO2)c1ccco1
  0, 1.4, -2, 2, ., -1, -7
> O=C(c1ccc(F)cc1)N1CCCCN2[C@H](CO)[C@@H](c3ccc(C#CC4(O)CCCC4)cc3)[C@H]2C1
  -2, 0.4, ., -1, 0, 2, -7
> COc1cccc(CNc2ccccn2)c1O
  -1, ., -6, -5, 2, 6, 0
> COc1ccccc1CCN1CCCC(CN(C)C(=O)c2ccoc2)C1 (centres undefined)
  -3, ., -2, -1, 8, -7, -22
> CO[C@@H]1CN(C)C(=O)c2cc(NC(=O)C3CCCC3)ccc2OC[C@H](C)N(CCC(F)(F)F)C[C@@H]1C
  6, 0.1, 10, 1, 1, 3, 20
> C[C@@H]1CN([C@H](C)CO)C(=O)c2cc(NC(=O)CCN3CCOCC3)ccc2O[C@H]1CN(C)Cc1ccc(C(=O)O)cc1
  5, ., -44, -3, 1, 0, 2
> COc1ccc(NC(=O)C/C(C)=N/NC(=O)c2cnccn2)cc1Cl
  -5, 3.0, -3, -2, 7, -1, 0
> CC(C)N(C(=S)Nc1cccc(S(=O)(=O)N(C)C)c1)c1ccccc1
  -2, ., -48, 1, 0, -2, 12
> CCCCc1ccc(S(=O)(=O)NC(=O)C2(C)CCN2C(=O)CCc2cccs2)cc1 (centres undefined)
  -3, -0.5, -2, 69*, -5, -12, 0
> CCCNC(=O)[C@H]1[C@H](CO)[C@H]2Cn3c(cccc3=O)[C@@H]1N2CCC(F)(F)F
  5, 0.3, -21, 0, 20*, -2, 0
> Cc1ccc(S(=O)(=O)Nc2ccc3c(c2)C(=O)N([C@@H](C)CO)C[C@H](C)[C@H](CN(C)Cc2ccc4c(c2)OCO4)OCCCC[C@@H](C)O3)cc1
  10, 0.1, -86, -1, -8, 0, 22
> CC1(C)C2([N+](=O)[O-])CN3CC1([N+](=O)[O-])CN(C2)C31CCCC1
  -1, ., ., ., ., 3, 1
> CC(=O)N1CC(=O)N2[C@@H](CO)[C@@H](c3ccc(C#CC(C)C)cc3)[C@@H]2C1
  2, 0.2, ., ., -3, -3, -4
> CCOC(=O)CSCc1nc(-c2ccc(Cl)cc2)oc1C
  ., -0.3, 60, 7, 6, -8, -2
> Cc1ccc(S(=O)(=O)C2(C(=O)Nc3ccc(Br)cc3)CC2)cc1
  1, -0.2, ., ., ., 6, 0
> CCOC(=O)N1CCN(C(=O)c2cc(COc3ccc4ncccc4c3)on2)CC1
  20*, -0.2, -29, -2, -7, 1, 0
> CC1Sc2ccccc2N(Cc2ccc(OC(F)(F)F)cc2)C1=O (centres undefined)
  -2, ., 1, -3, 10, -2, -6
> CC(C)(C)[C@@H]1COC(=O)[C@H](Cc2ccc(F)cc2)CC/C=C\C[C@H](CC(=O)N(CCO)Cc2ccccc2)C(=O)N1
  -1, 0.5, -6, 2, -4, 8, -2
> CCOC(=O)c1ccccc1NC(=O)COc1coc(CN2CCc3ccccc32)cc1=O
  -1, 1.7, 18, -3, 0, 1, -3
> COc1ccc(S(=O)(=O)Nc2ccc3c(c2)CC(=O)N([C@@H](C)CO)C[C@@H](C)[C@@H](CN(C)S(=O)(=O)c2c(C)noc2C)O3)cc1
  6, 0.0, -35, 1, -7, -1, -3
> Cc1ccc(C2=NN(CC(=O)NCc3cccs3)C(=O)CC2)cc1
  0, 0.6, 10, ., ., 4, -4
> Cc1ccccc1S(=O)(=O)N1CCCc2nc(-c3ccccc3)ccc21
  ., -0.2, ., ., 1, -1, -3
> COc1cccc(/C=N/NC(=O)N/N=C/c2cccc(OC)c2O)c1O
  2, 0.2, 1, 5, ?, 6, 6
> CCCOc1ccc(/C=N/NC(=O)CN2CCCCC2)cc1OCC
  -1, ., -4, 2, 0, 4, 0
> COc1cccc(N/C(SCc2cccc([N+](=O)[O-])c2)=C(/C#N)C(N)=O)c1
  -4, -0.7, ., ., -2, 6, -1
> COc1ccc(/C=C(\NC(=O)c2cccs2)C(=O)Nc2ccc(C)cc2)cc1OC
  ., -0.3, 14, 0, ., ., .
> COc1nccnc1NS(=O)(=O)c1ccc(NC(=S)NC(=O)c2cccnc2)cc1
  -2, 2.4, 7, ., 0, 2, -1
> CSc1cccc(Nc2ccc(S(=O)(=O)N3CCOCC3)cc2[N+](=O)[O-])c1
  2, 0.4, -11, -3, 5, 6, 3
> O=C(NCc1cccnc1)c1ccc(COc2ccccc2Br)cc1
  -8, ., ., ., 1, 7, 3
> CCc1ccc(C(=O)Cc2cc3cccc(OC)c3oc2=O)cc1
  -2, -0.3, -33, -13, -1, 3, 2
> CC(=O)c1cccc(NC(=O)N2CCCCCC2)c1
  1, -0.3, -3, 2, 3, 10, -1
> Cc1ccc(NC(=O)Nc2ccc3c(c2)CCC3)cc1
  -4, -1.4, ., 5, -12, -10, -2
> Cc1cc(C)c2c(NC(=S)NC(=O)c3ccccc3)n[nH]c2n1
  -1, ., 11, -3, 12, 4, -2
> O=C(Nc1ccc(F)cc1)N[C@H]1CC[C@@H](CCn2cc(-c3ccccc3F)nn2)O[C@H]1CO
  -4, -0.3, 1, -3, 2, -3, 6
> CC(C)n1nc(CC(=O)O)c2ccccc2c1=O
  1, 1.8, 2, ., ., -2, -1
> Cc1ccccc1CC1(CO)CCCN(Cc2cn[nH]c2-c2ccccc2)C1 (centres undefined)
  0, 0.0, 6, 5, 0, 3, -1
